Screening data deposited in PubChem by Emory University Molecular Libraries Screening Center.
EP2 mod – EP2 receptor modulators, cAMP readout, primary screen, cell-based, HTRF cAMP, PGE2 stimulation; AID 940, 2007; Prostaglandin E2 receptor EP2 subtype (Homo sapiens), P43116; EP2-expressing cells, cAMP HTRF FRET, PGE2 co-stimulation; induction, % at 25 µM; 0.83% of 260,000 active;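 active = compounds whose cAMP rise, as percent of the full-agonist control response, exceeds 60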;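 also: rat C6 glioma line stably carrying human EP2 under a CMV promoter; the protocol text gives 20 µM as final concentration; 100% = response of wells given 1 µM PGE2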
Target sequence (P43116 whole entry, looked up): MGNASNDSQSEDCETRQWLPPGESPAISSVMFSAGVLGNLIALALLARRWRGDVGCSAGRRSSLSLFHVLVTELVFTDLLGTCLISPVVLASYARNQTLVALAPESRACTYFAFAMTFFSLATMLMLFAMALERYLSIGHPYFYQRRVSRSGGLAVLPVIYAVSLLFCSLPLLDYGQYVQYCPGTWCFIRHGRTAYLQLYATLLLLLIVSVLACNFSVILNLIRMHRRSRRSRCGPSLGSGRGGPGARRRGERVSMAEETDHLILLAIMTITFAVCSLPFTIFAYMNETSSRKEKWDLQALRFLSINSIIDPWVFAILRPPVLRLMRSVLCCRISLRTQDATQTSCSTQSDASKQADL
Calpain2 inh – inhibitors of pig calpain II, primary screen, biochemical, fluorogenic peptide substrate, 1536-well; purified calpain II, 30 min; 0.37% of 220,000 active; inhibition, % at 16 µM; AID 1236, 2008;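 active = inhibition above about 50%, limit read from the data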
An asterisk follows results filed as active; i = inactive; & = joins results of further samples.

Sequence of screens: EP2 mod	Calpain2 inh
CC(C)(C)OC(=O)N[C@@H](Cc1ccccc1)[C@H](O)c1ccco1
  7	7
COc1cc(OC)c2c(-c3ccccc3)cc(=O)oc2c1C(CC(=O)N1CCCC1)c1ccc2c(c1)OCO2 (stereo not drawn)
  17	-54
NC1=NC[C@H](Cc2ccc(O)cc2)N1CCCCC1CCCCC1
  -15	15
COC(=O)c1ccc(C2=NOC(C)(c3sc(-c4ccccc4)nc3C)C2)cc1 (stereo not drawn)
  -11	-7
N#Cc1ccc(C23CC4(C2)[C@H](CN(Cc2ccc(-c5ccccc5)cc2)[C@@H]4c2ccccc2)C3c2ccccc2)cc1 (stereo partly drawn)
  11	-34
COc1cc(NC(=O)c2ccc(N)nc2)cc(C(=O)Nc2cccc(C(F)(F)F)c2)c1
  6	-29
COc1ccc(C2CC(O)(c3ccccc3)Oc3cc(OC)c(OC)c(OC)c32)cc1 (stereo not drawn)
  17	22
CC1(c2nnc(-c3ccccc3)o2)CC(c2ccc(Cl)cc2)=NO1 (stereo not drawn)
  -9	6
O=C1CCN(CCc2ccccc2)CCN1[C@H](CSc1ccc(Br)cc1)Cc1ccccc1
  5	30
Cc1onc(-c2ccccc2Cl)c1C(=O)NCc1ccc2c(c1)cc(C)n2C
  9	-52
CCCc1cc(=O)oc2c(CN3CCN(C)CC3)c(O)c(Cl)cc12
  30	i
CCOc1ccc2nc(NC(=O)C3CCCN(S(=O)(=O)c4c(C)noc4C)C3)sc2c1 (stereo not drawn)
  -2	12
O=c1c2ccccc2c(/C=N/n2cnnc2)c(O)n1-c1ccccc1F
  13	-405
O=S(=O)(NCC(O)COCc1ccco1)c1cccs1 (stereo not drawn)
  3	-42
C/C=C\C=C/C(=O)Nc1cccc(C2=NOC3(C2)C[C@@H](C(N)=O)N(C(=O)C2(C)CC2)C3)c1 (stereo partly drawn)
  5	-34
CCN1CCN(Cc2ccc(NC(=O)c3ccc(C)c(NC(=O)c4c[nH]c5cc(C(F)(F)F)ccc5c4=O)c3)cc2C(F)(F)F)CC1
  -11	-104
CCCCC1=CC2=CC(=O)C(C)(OC(=O)CC)C(=O)C2=CN1c1ccc(OC)cc1 (stereo not drawn)
  13	-51
CC1(OC(=O)C2CCCC2)C(=O)C=C2C=C(c3ccsc3)N(c3ccccc3)C=C2C1=O (stereo not drawn)
  15	-36
Cc1ccc(NC(=O)c2nc[nH]c2C(=O)N[C@@H](CCCCNC(=O)OC(C)(C)C)C(=O)OC(C)(C)C)cc1
  19	33
Cc1nc(-c2ccccc2)sc1C1(C)CC(c2cccc([N+](=O)[O-])c2)=NO1 (stereo not drawn)
  -21	5
CCN1CCN(Cc2ccc(NC(=O)c3cc(NC(=O)c4nccnc4N)cc(OC)c3)cc2C(F)(F)F)CC1
  -19	-11
CC(O)[C@H]1CNC(=O)C(=O)N1CCCCC1CCCCC1 (stereo partly drawn)
  20	-6
O=c1c(-c2ccc(O)cc2)coc2cc(O)cc(O)c12
  8&-9&-2	-9
COc1cc(C2C(C(N)=O)=C(C)Nc3nc(CCCO)nn32)cc(OC)c1OC (stereo not drawn)
  9	8
Cc1cc(C)c(NC(=O)CN2CCN(C)CC2)c(C)c1
  -11	-6
C=C1CCN([C@H](C(=O)NCc2ccc(Cl)c(Cl)c2)C(C)C)S(=O)(=O)c2ccccc21
  4	21
CN(CCNC(=O)Cn1c(=O)sc2ccccc21)Cc1ccccc1
  0	-39
Nc1ccc(S(=O)(=O)Nc2ccnn2-c2ccccc2)cc1
  22&15&20	-20
Cn1c(NC(=O)CC2CCCCC2)cc(=O)n(C)c1=O
  18	-12
C/C=C/C(=O)N1CC2(CC(c3cccc(NC(=O)CCCCC)c3)=NO2)C[C@H]1C(N)=O (stereo partly drawn)
  13	3
NC(=O)CC(NC(=O)Cc1ccc(Br)cc1)c1ccc(N2CCC(Br)CC2)c([N+](=O)[O-])c1 (stereo not drawn)
  -17	7
CCOC(=O)c1ccc(NC(=O)c2nc[nH]c2C(=O)N[C@@H](CC(C)C)C(=O)OCc2ccccc2)cc1
  -8	10
NC(=O)[C@@H]1CC2(CC(c3cccc(NC(=O)COc4ccc(Cl)cc4)c3)=NO2)CN1C(=O)COc1ccc(Cl)cc1 (stereo partly drawn)
  2	-20
Cc1cc(-c2cc(C(=O)NCc3ccccc3)on2)nc(S(C)(=O)=O)n1
  14	5
COC(=O)C1=C(C(=O)OC)[C@@H]2N(Cc3ccccc3)c3ccccc3[C@@]23C[C@@H](C(=O)OC)N(C(=O)COCc2ccccc2)C3=N1
  14	-86
CCCCCCC#Cc1ccc2c(c1)COc1c3ccccc3nn1-2
  30	-11
COC(=O)C1=C(C(=O)OC)[C@@H]2N(Cc3ccccc3)c3ccccc3[C@@]23C[C@@H](CO)N(C(=O)NC2CCCC2)C3=N1
  18	-42
CCCNC(=O)c1ccc2c(=O)c(O)c(-c3ccc(F)cc3)[nH]c2c1
  -13	-372
Cc1cn(-c2cc(C(=O)Nc3ccc(C)c(NC(=O)N4CCNC4=O)c3)cc(C(F)(F)F)c2)cn1
  -2	-66
C=C1CCN([C@H](C(=O)NCc2ccccc2)C(C)C)S(=O)(=O)c2ccccc21
  17	18
C/C=C\C(=O)Nc1cccc(C2=NOC3(C2)C[C@@H](C(N)=O)N(C(=O)CC(c2ccccc2)c2ccccc2)C3)c1 (stereo partly drawn)
  0	-70
O=C1CCC(=O)N(O)CCCCCNC(=O)CCC(=O)N(O)CCCCCNC(=O)CCC(=O)N(O)CCCCCN1
  37	-17
CCCNC(=O)c1onc(CSc2ccc(F)cc2)c1C(=O)NCCC
  28	4
COc1ccc(CCc2cc(OC)cc(=O)o2)cc1
  -8	3
c1ccc(-n2ncc3c(NC4CCCCCC4)ncnc32)cc1
  -6	-2
CC(O)[C@H]1CNC(=S)N1CCc1cccc(F)c1 (stereo partly drawn)
  -4	-1
NC(=O)CC(NC(=O)c1ccccc1)c1ccc(NCc2ccccc2)c([N+](=O)[O-])c1 (stereo not drawn)
  -28	-3
CCC1=C2CC[C@H]3C(=O)N(c4ccccc4)C(=O)[C@H]3[C@H]2[C@@]2(C)C(=NCC3CC3)OC(=O)N2C1=O
  12	-7
CCCCCc1cc(=O)oc2c(C(CCN3CCN(c4ccccc4)CC3)c3ccc(N(C)C)cc3)c(OC)cc(OC)c12 (stereo not drawn)
  -2	-19
CCCCC1=CC2=CC(=O)C(C)(OC(=O)CC)C(=O)C2=CN1Cc1ccccc1 (stereo not drawn)
  1	-23
COC(=O)[C@@H]1C[C@@]2(O)[C@H](O)[C@H](O)[C@H](O)C[C@H]2N1Cc1ccccc1OS(=O)(=O)c1ccc(C)cc1
  2	12
Cc1ccc(C(=O)Nc2cccc(C(F)(F)F)c2)cc1Nc1cnccn1
  -12	-28
CC1(c2nnc(-c3ccc(F)cc3)o2)CC(c2cccc(Cl)c2)=NO1 (stereo not drawn)
  -23	13
COC(=O)C1=C(C(=O)OC)[C@@H]2Nc3ccccc3[C@@]23C[C@@H](C(=O)OC)N=C3N1
  -14	-7
O=C1C=CN(Cc2ccccc2)CC1
  10	-3
C/C=C(/C)C(=O)Nc1cccc(C2=NOC3(C2)C[C@@H](C(N)=O)N(C(=O)CCCCC)C3)c1 (stereo partly drawn)
  5	-17
CCCCC1=CC2=CC(=O)C(C)(OC(=O)CC)C(=O)C2=CN1C1CCCCC1 (stereo not drawn)
  -16	-52
C=C1CCN([C@H](C(=O)OCc2ccc(C)cc2)C(C)C)S(=O)(=O)c2ccccc21
  48	17
CCOC(=O)c1sc(NC(=O)c2cccnc2)nc1C
  1	14
Cc1cccc(NC(=O)C2CCN(S(=O)(=O)c3cccc4cccnc34)CC2)c1
  -26	-22

New compounds follow.
Sequence of screens: EP2 mod	Calpain2 inh
CCOc1ccccc1C1C(C(=O)Nc2ccccc2OC)=C(C)Nc2nc(CCCO)nn21 (stereo not drawn)
  15	-4
C=CCN1c2ccccc2[C@]23C[C@@H](C(=O)OC)N(C(=O)CC(C)C)C2=NC(C(=O)OC)=C(C(=O)OC)[C@H]13
  7	13
CC#CCN1c2ccccc2[C@]23C[C@@H](C(=O)OC)N(C(C)=O)C2=NC(C(=O)OC)=C(C(=O)OC)[C@H]13
  9	12
CC1CC(OC(=O)C(O)c2ccccc2)CC(C)(C)N1C (stereo not drawn)
  24	-3
C[C@@H](Oc1ccccc1)c1nnn(Cc2ccccc2)c1-c1c([C@@H](C)Oc2ccccc2)nnn1Cc1ccccc1
  -21	24
O=C1N[C@@H](Cc2ccccc2)[C@@H](c2ccco2)O1
  16	-5
COC(C[C@@H](O)[C@H](C)[C@H](O)COCc1ccccc1)OC
  11	9
CCOC(=O)N1CCN(C(=O)c2cnn(-c3ccccc3)c2NC(=O)c2ccccc2F)CC1
  -12	-37
CCN(CC)CCCN1C=C2C(=O)C(C)(OC(=O)C3CCCC3)C(=O)C=C2C=C1c1ccsc1 (stereo not drawn)
  -16	-40
Cc1ccc(C(=O)Nc2cccc(C(F)(F)F)c2)cc1Nc1ncnc2nc[nH]c12
  -29	-16
CC[C@@H](C)[C@@H](C(=O)N1CCN(C(=O)OC(C)(C)C)CC1)n1cc(CCC(=O)O)nn1
  21	-26
CCCNC(=O)c1ccc2c(=O)c(O)c(-c3ccc(OC)cc3)[nH]c2c1
  4	-369
CCOc1ccc(C2C(C#N)=C(N)SC(N)=C2C#N)cc1OCC
  39	-83
COC(=O)c1ccc(C23CC4(C2)[C@H](CN(Cc2ccc(C(F)(F)F)cc2)[C@@H]4c2ccccc2)C3c2ccccc2)cc1 (stereo partly drawn)
  10	-19
NC(=O)CC(NC(=O)Cc1ccc(Br)cc1)c1ccc(NCc2cc(F)ccc2F)c([N+](=O)[O-])c1 (stereo not drawn)
  -24	6
CN1CCC(=O)N([C@H](CSc2ccc(Br)cc2)Cc2ccccc2)CC1
  -26	3
COc1ccc(C(CC(=O)N2CCOCC2)c2c(O)cc(OC)cc2OC)cc1 (stereo not drawn)
  10	-19
CN1C[C@@H]2C(c3ccccc3)C3(c4ccc(C#N)cc4)CC2(C3)[C@H]1c1ccccc1 (stereo partly drawn)
  -8	33
CC[C@@H](C)C(C(=O)N1CCN(C(=O)OC(C)(C)C)CC1)n1cc(-c2cn([C@@H](C)C(=O)N3CCN(C(=O)OC(C)(C)C)CC3)nn2)nn1 (stereo partly drawn)
  13	-20
CCN1CCN(Cc2ccc(NC(=O)c3cc(NC(=O)N4CCNC4=O)cc(OC)c3)cc2C(F)(F)F)CC1
  0	-27
COC(=O)C1=C(C(=O)OC)[C@@H]2N(C)c3ccccc3[C@@]23C[C@@H](C(=O)OC)N(C(=O)CC(C)C)C3=N1
  9	-5
CCN(CC)CCC(c1ccc(OC)cc1)c1c(O)cc(OC)cc1OC (stereo not drawn)
  -14	-6
CC(C)Nc1ccc(C(CC(N)=O)NC(=O)Cc2cccc3ccccc23)cc1[N+](=O)[O-] (stereo not drawn)
  -26	-4
COC(=O)[C@@H]1C[C@@]2(O)[C@H](O)[C@H](O)[C@H](O)C[C@H]2N1Cc1ccc(-c2ccccc2)cc1
  22	-6
CCCCC1=CC2=C(c3ccco3)C(=O)C(C)(OC(=O)c3ccc(OC)cc3)C(=O)C2=CN1C1CCCCC1 (stereo not drawn)
  -2	-62
C[c-]1[c-](C)[c-](C)[c-](C)[c-]1C.[Fe].c1cc2nccc(N3CCCC3)[c-]2c1 (stereo not drawn)
  -3&-13	-6&6
CCN(CC)C(=O)C1CCCN(Cc2ccc(N(C)C)cc2)C1 (stereo not drawn)
  18	-12
CCC1=C2CC[C@H]3C(=O)NC(=O)[C@H]3[C@H]2[C@@]2(Cc3ccccc3)C(=NCC(=O)OC)OC(=O)N2C1=O
  -23	-6
CCN(CC)c1ccc(NC(=O)CSc2nc(C)cc(=O)[nH]2)cc1
  5	10
C[C@H](NC(=O)c1nc[nH]c1C(=O)NCC(=O)OC(C)(C)C)C(=O)OC(C)(C)C
  -4	7

Some of these compounds in order of the Calpain2 inh value, lowest first.
Sequence of screens: EP2 mod	Calpain2 inh
CCC1=C2CC[C@H]3C(=O)NC(=O)[C@H]3[C@H]2[C@@]2(Cc3ccccc3)C(=NCC(=O)OC)OC(=O)N2C1=O
  -23	-6
COC(C[C@@H](O)[C@H](C)[C@H](O)COCc1ccccc1)OC
  11	9
CN1C[C@@H]2C(c3ccccc3)C3(c4ccc(C#N)cc4)CC2(C3)[C@H]1c1ccccc1 (stereo partly drawn)
  -8	33

Random excerpt: 6 compounds from above, in no set order.
Sequence of screens: EP2 mod	Calpain2 inh
COc1ccc(CCc2cc(OC)cc(=O)o2)cc1
  -8	3
CN1CCC(=O)N([C@H](CSc2ccc(Br)cc2)Cc2ccccc2)CC1
  -26	3
O=c1c2ccccc2c(/C=N/n2cnnc2)c(O)n1-c1ccccc1F
  13	-405
Cc1cn(-c2cc(C(=O)Nc3ccc(C)c(NC(=O)N4CCNC4=O)c3)cc(C(F)(F)F)c2)cn1
  -2	-66
CCC1=C2CC[C@H]3C(=O)N(c4ccccc4)C(=O)[C@H]3[C@H]2[C@@]2(C)C(=NCC3CC3)OC(=O)N2C1=O
  12	-7
C/C=C(/C)C(=O)Nc1cccc(C2=NOC3(C2)C[C@@H](C(N)=O)N(C(=O)CCCCC)C3)c1 (stereo partly drawn)
  5	-17

The listing continues:
Sequence of screens: EP2 mod	Calpain2 inh
COc1ccc(NC(=O)CSc2nc3c(cc2C#N)CN(C)CC3)cc1
  -14&-92	-38
O=C(O)C1=C[C@H](c2ccc(F)cc2)C[C@H](OCCCCO)O1
  -21	-5
COC(=O)CCCC1=CC2=C(c3ccccc3)C(=O)C(C)(OC(=O)C3CCCC3)C(=O)C2=CN1C1CCCC1 (stereo not drawn)
  18	-14
CCC(C)[C@H]1CNC(=S)N1CCc1cccc2ccccc12 (stereo partly drawn)
  19	-1
COc1ccccc1-c1cc(=O)c2c(O)ccc([N+](=O)[O-])c2o1
  -1	-12
COc1ccc(NC(=O)c2nc(C)c(C3(C)CC(c4cccnc4)=NO3)s2)cc1 (stereo not drawn)
  -11	-19

Some of the compounds tested. The share of hits here may be higher or lower than overall.
